Bioassay records from PubChem BioAssay.
Hsp70 act: Hsp70 transcriptional activators, primary screen, cell-based, HeLa, Hsp70 promoter luciferase, luminescence, 10 µM. HeLa Hsp70 promoter luciferase reporter; scaled: vehicle 0, proteasome-inhibitor control 100%. 200,000 tested, 0.04% active. activation, % at 10 µM. AID 1203, 2008;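 active = activation above the mean across all tested compounds plus 3 SD, cutoff set per campaign, cut at about 5.5% in these data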;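 also: 100% = MG132 at 30 µM as the positive control and 0% = DMSO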
STAT3 activator: IL-6 driven STAT3 reporter potentiators, primary screen, U3A cells, luciferase, luminescence, MLSCN library; IL-6 STAT3-luciferase reporter; 100% = signal with IL-6 EC80 alone; activation (% of control), % at 5.6 µM; 190,000 tested, 0.91% active; AID 871, 2007;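 active = activation above the screen-wide mean of compound activation plus 3 SD, cut at about 130% in these data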;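 also: 0% = background luminescence of wells with medium and substrate only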
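Material: human U3A cells carrying STAT3-luciferase construct. Measured by: reporter luminescence signal. Timing: compound 1 h, then IL-6 6 h at 37 °C.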
APP 5'UTR act: activators of APP 5'UTR luciferase reporter, primary screen, SH-SY5Y cells. SH-SY5Y APP 5'UTR luciferase reporter, luminescence; zero percent = DMSO vehicle wells. activation, % at 2 µM. 190,000 tested, 1% active;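 active = activation above a set limit, based on mean plus 3 SD of controls, cut at about 140% in these data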; also: values of inactives mirror those of a sister screen read the other way
DTT redox prof: compounds producing H2O2 with reducing agent – biochemical, NIH compound library profiling, artefact control for MLSCN library redox annotation, primary screen. DTT-dependent redox cycling H2O2, phenol red/HRP absorbance; 100% = 100 µM peroxide control, 0% = buffer. activation, % at 10 µM. 200,000 tested, 0.03% active. AID 878, 2007;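 active = activation of at least 50% relative to the plate's high and low controls in the primary single-dose screen; inactive = activation below 50%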;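 also: compound incubated with DTT at 0.8 mM final as the reducing agent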
HMGR II inh: inhibitors of E. faecalis class II HMGR, primary screen, biochemical, Enterococcus faecalis; 190,000 tested, 0.41% active; inhibition, % at 10 µM; purified E. faecalis HMGR, NADPH absorbance 340 nm kinetic; HMG-CoA reductase (Enterococcus faecalis, mvaE);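 active = inhibition above a set limit, the median over all tested compounds plus 3 SD, cut at about 9.5% in these data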;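 also: enzyme runs in reverse so mevalonate oxidation gives rising NADPH absorbance; 0% = complete reaction with DMSO and 100% = background rate lacking mevalonate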
NF-kB expr up: activators of NF-kB expression in neurons, primary screen, cell-based, HTS. human neuronal cells, NF-kB reporter expression; stronger effect = higher value. fold change at 12.5 µM. 190,000 tested, 1.6% active; in the data active = fold change above about 3.3
TLR4-MyD88 BLA: inhibitors of TLR4-MyD88 association in cells, primary screen, cell-based, HeLa CL3-4, BLA complementation, FRET ratio. HeLa CL3-4 TLR4/MyD88 BLA complementation. inhibition, % at 8.4 µM. 200,000 tested, 0.18% active. AID 861, 2007; in the data active = inhibition above about 25%;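 also: 0% = vehicle and 100% = reference inhibitor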
Target sequence (O00206 whole entry, looked up): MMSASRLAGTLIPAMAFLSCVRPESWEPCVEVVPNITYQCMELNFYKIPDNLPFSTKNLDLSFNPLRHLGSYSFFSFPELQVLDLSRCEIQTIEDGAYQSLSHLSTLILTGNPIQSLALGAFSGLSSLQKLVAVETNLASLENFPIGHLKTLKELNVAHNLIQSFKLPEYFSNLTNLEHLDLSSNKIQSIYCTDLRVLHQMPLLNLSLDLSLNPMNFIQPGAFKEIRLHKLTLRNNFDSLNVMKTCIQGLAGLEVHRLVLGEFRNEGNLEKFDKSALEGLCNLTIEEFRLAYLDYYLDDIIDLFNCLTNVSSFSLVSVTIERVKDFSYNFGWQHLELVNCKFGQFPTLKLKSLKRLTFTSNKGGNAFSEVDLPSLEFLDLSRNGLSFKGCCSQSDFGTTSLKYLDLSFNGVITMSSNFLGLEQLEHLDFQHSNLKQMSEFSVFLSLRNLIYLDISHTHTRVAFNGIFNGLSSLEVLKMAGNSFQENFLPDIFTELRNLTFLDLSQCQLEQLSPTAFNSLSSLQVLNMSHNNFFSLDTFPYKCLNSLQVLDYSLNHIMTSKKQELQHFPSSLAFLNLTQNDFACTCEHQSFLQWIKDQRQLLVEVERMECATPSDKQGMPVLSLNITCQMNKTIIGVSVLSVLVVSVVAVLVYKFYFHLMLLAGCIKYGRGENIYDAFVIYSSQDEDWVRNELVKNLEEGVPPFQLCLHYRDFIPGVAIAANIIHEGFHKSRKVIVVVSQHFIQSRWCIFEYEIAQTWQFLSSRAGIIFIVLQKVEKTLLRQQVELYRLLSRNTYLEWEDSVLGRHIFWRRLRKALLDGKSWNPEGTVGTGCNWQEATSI
Target sequence (Q99836 whole entry, looked up): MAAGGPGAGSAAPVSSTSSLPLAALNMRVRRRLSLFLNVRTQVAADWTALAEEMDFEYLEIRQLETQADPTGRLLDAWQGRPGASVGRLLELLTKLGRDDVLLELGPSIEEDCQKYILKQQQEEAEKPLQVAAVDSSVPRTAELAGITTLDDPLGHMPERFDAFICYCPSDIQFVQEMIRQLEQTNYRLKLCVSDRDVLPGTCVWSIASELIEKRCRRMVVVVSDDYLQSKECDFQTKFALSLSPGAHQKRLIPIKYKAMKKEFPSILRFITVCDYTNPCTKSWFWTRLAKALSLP
STAT1 activator: STAT1 signaling activators, primary screen, cell-based, HTS, luciferase reporter; AID 932, 2007; NIH 3T3 STAT1-luciferase reporter, IFN-gamma, luminescence; 100% = IFN-gamma alone, no compound; 200,000 tested, 2.6% active; activation (% of control), % at 5.5 µM;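 active = activation above the screen-wide mean activation plus 3 SD, cut at about 130% in these data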;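 also: raw ratio to IFN-gamma control signal so 100% means no change and 0% no light; values of inactives mirror those of a sister screen read the other way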
STAT3 inh: IL-6 driven STAT3 reporter inhibitors, primary screen, U3A cells, luciferase, luminescence, MLSCN library; IL-6 STAT3-luciferase reporter; host cell line lacks STAT1; inhibition, % at 5.5 µM; 190,000 tested, 0.89% active;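 active = inhibition above the mean inhibition across all screened compounds plus 3 SD, cut at about 44% in these data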;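 also: 0% = DMSO only wells and 100% = 100 µM nifuroxazide control wells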
STAT1 inh: STAT1 signaling inhibitors, primary screen, cell-based, HTS, luciferase reporter; NIH 3T3 STAT1-luciferase reporter, IFN-gamma, luminescence; inhibition, % at 5.5 µM; 200,000 tested, 0.35% active; AID 920, 2007;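 active = inhibition above a set limit, the mean inhibition across all tested compounds plus 3 SD, cut at about 34% in these data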;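 also: 0% = IFN-gamma with DMSO and 100% = IFN-gamma with 300 µM nifuroxazide; values of inactives mirror those of a sister screen read the other way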
Active calls of the source: *; . = not tested or not shown.

A first look, 2 compounds:
SMILES	Hsp70 act	STAT3 activator	APP 5'UTR act	DTT redox prof	HMGR II inh	NF-kB expr up	TLR4-MyD88 BLA	STAT1 activator	STAT3 inh	STAT1 inh
CCOc1ccc(NC(=O)c2cc(SC)ccc2Cl)cc1	0.0	92	21	-0.4	0	0.97	5	100	9	0
CC(C)(O)C1Cc2cc(/C=C/C(=O)O)c(O)cc2O1 (stereo not drawn)	-0.1	100	-13	-0.1	1	1.5	-16	98	3	0

The listing, previewed entries included:
SMILES	Hsp70 act	STAT3 activator	APP 5'UTR act	DTT redox prof	HMGR II inh	NF-kB expr up	TLR4-MyD88 BLA	STAT1 activator	STAT3 inh	STAT1 inh
CCOc1ccc(NC(=O)c2cc(SC)ccc2Cl)cc1	0.0	92	21	-0.4	0	0.97	5	100	9	0
CC(C)(O)C1Cc2cc(/C=C/C(=O)O)c(O)cc2O1 (stereo not drawn)	-0.1	100	-13	-0.1	1	1.5	-16	98	3	0
NC(=O)C1CCN(Cc2nc3cc(Cl)ccc3c(=O)[nH]2)CC1	-0.3	96	-4	-1.1	3	1.2	9	101	10	-1
CCn1cc(CNCc2c(C(=O)N3CCCCC3)nc3c(C)cccn23)cn1	0.3	114	-5	-1.1	-7	0.91	2	93	-16	6
CCOC(=O)C(CC)Sc1cc(C)nc2ccc(OC)cc12 (stereo not drawn)	-0.2	91	-14	-0.5	-1	0.92	-8	95	14	5
CC/C(=N\NC(=O)c1csc(C)c1C)c1cccs1	0.8	92	80	19	1	5.2*	-1	138*	12	-43
Cc1ccc(NCC(=O)N/N=C\C(Br)=C\c2ccccc2)cc1	0.3	101	-4	0.5	-2	0.86	-7	106	-1	-6
COC(=O)c1cc(C(=O)OCC(=O)N2c3ccccc3NC(=O)C2(C)C)cc([N+](=O)[O-])c1	0.0	94	4	-0.1	0	0.89	-17	88	10	14
COc1ccc(Br)c(C(=O)Nc2cccc(Cl)c2Cl)c1	-0.1	90	8	-0.2	-2	1.3	-13	96	10	5
COc1ccc(/C=N/NC(=O)c2ccco2)cc1Cn1nc(C)cc1C	-0.1	99	1	-0.4	-1	1.5	-7	106	4	-7
CCCNC(=O)CN1C(=O)NC2(CCCc3cc(OC)ccc32)C1=O (stereo not drawn)	0.1	103	5	0.6	-2	1.2	-6	105	-3	-5
CCCN1CCc2[nH]c(=S)[nH]c(=O)c2C1	-0.5	97	-24	0.5	-4	1.2	-2	95	-1	6
COc1ccc(Cl)cc1NC(=O)C1CCCN(S(=O)(=O)c2cccc3nonc23)C1 (stereo not drawn)	1.1	114	8	2.4	5	1.1	-7	102	-10	-2
CCC(=O)NC(c1ccccc1)c1c(OC(C)=O)ccc2ccccc12 (stereo not drawn)	-0.1	102	13	0.1	5	1.1	-4	96	2	3
COc1ccc(Br)cc1CN(C)CC(=O)Nc1cc([N+](=O)[O-])ccc1OC	-0.2	105	17	1.3	5	0.73	-1	95	-3	5
Fc1cccc(/C=N/Nc2ccc3ccccc3n2)c1	-0.1	52	225*	-1.6	-3	1.2	-5	68	60*	34
CC(C)c1ccc(/C=C/C2=NNC(=O)CC2)cc1	-0.3	71	165*	6.5	-2	4.6*	-13	136*	36	-38
O=c1c(-c2ccc(Cl)cc2)cnc2n1CCS2	0.3	97	39	-0.1	-6	1.6	13	112	10	-15
CC(C)c1nnc(NC(=O)CCC(=O)NCC2CCCO2)s1 (stereo not drawn)	-0.2	108	0	4.3	-1	1.4	4	100	-7	0
CC(Sc1ccc2nnc(-c3ccc(F)cc3)n2n1)C(=O)O (stereo not drawn)	0.1	.	-8	-0.1	1	1.2	-16	97	.	2

Copied from the list.
STAT3 activator, CC/C(=N\NC(=O)c1csc(C)c1C)c1cccs1 → 92
DTT redox prof, CCOc1ccc(NC(=O)c2cc(SC)ccc2Cl)cc1 → -0.4
STAT1 activator, Cc1ccc(NCC(=O)N/N=C\C(Br)=C\c2ccccc2)cc1 → 106
APP 5'UTR act, CCC(=O)NC(c1ccccc1)c1c(OC(C)=O)ccc2ccccc12 (stereo not drawn) → 13

(list continues)
SMILES	Hsp70 act	STAT3 activator	APP 5'UTR act	DTT redox prof	HMGR II inh	NF-kB expr up	TLR4-MyD88 BLA	STAT1 activator	STAT3 inh	STAT1 inh
C=CCc1ccc(OCCOCCN(C)C)c(OC)c1	-0.5	114	1	0.2	-4	1	7	96	-15	3
CCCCN(Cc1ccccc1)S(=O)(=O)c1cc(Br)cc2c1N(C(C)=O)C(C)C2 (stereo not drawn)	-0.4	96	-1	0.0	-2	0.65	6	98	11	2
O=C(CSc1nnc(-c2ccc(Br)cc2)n1C1CCCCC1)N1CCCC1	-0.1	98	12	2.5	-1	1.1	12	103	7	-4
COc1ccc(-c2nnc3n2N=C(C)CS3)cc1OC	0.0	102	-7	0.0	-2	1.3	6	95	3	5
Cc1cccc(NC(=O)Cn2cnc3c(cnn3-c3ccc(F)cc3)c2=O)c1C	-0.5	90	13	-0.8	-3	0.88	-14	95	12	7
CCOc1ccccc1C1C2=C(COC2=O)Nc2cc3c(cc21)OCO3 (stereo not drawn)	1.0	141*	-96	1.3	-5	3.3*	-7	109	-31	-11
Cc1cc(NC(=O)CSc2nc(CC(C)(C)C)nc3c2c(=O)n(C)c(=O)n3C)no1	-0.3	109	6	2.3	-10	1.1	-8	102	-1	-2
Cc1ccc(C(C)NC(=O)c2c(C)noc2C)cc1C (stereo not drawn)	-0.2	101	-14	1.6	-1	1.1	7	100	4	0
NS(=O)(=O)c1ccc(CCNC(=O)CSCc2ccccc2)cc1	-0.3	97	-12	-1.1	1	1.2	2	95	7	4
Cn1c(=O)n(Cc2ccc(F)cc2)c(=O)c2c1nc1n2CCCN1Cc1ccccc1	-0.4	92	-1	2.1	0	0.37	5	97	14	3
Cc1cc(C)nc(/N=C2\NC(=O)CC(C(=O)O)N2c2cccc(Cl)c2)n1 (stereo not drawn)	0.0	99	0	-1.8	0	0.92	8	102	4	-3
Cc1onc(-c2ccccc2)c1C1=N/C(=C\c2ccccc2F)C(=O)O1	-0.2	98	7	0.0	-1	1.1	3	99	7	3
NC(=O)CC[C@@H]1NC(=O)[C@H](CO)NC(=O)c2cc([N+](=O)[O-])cc(I)c2NCCC[C@@H](C(N)=O)NC(=O)[C@H](Cc2ccc(O)cc2)NC1=O	-0.4	104	3	0.9	-5	1.1	-10	112	-8	-14
CCC1=[N+]([O-])C(C)(/C(C)=N\O)N(O)C1(C)C (stereo not drawn)	0.3	101	5	-0.2	0	1.2	-25	98	6	3
O=C(Nc1ccc2c(c1)OCCO2)c1cc2sccc2n1Cc1ccccc1	0.1	79	30	2.9	1	1	-6	111	27	-12
Nc1ccc2c3c(cccc13)CC2	1.8	93	8	-0.8	0	1	-1	95	16	5
O=C(NCc1ccccc1)C(c1cccs1)N(Cc1cccs1)C(=O)c1cnccn1 (stereo not drawn)	0.2	99	9	1.7	1	0.52	7	97	7	3
CN1CCc2c(n(CC(O)CN(CCO)CCO)c3ccccc23)C1=O (stereo not drawn)	-0.3	99	5	0.5	-6	1.1	-3	97	6	2
CC(C)c1cccc(C(C)C)c1NC(=O)COc1nncc2ccccc12	-0.4	100	5	0.1	-3	1.1	8	100	4	0
C#CCNC(=O)C1=C[C@@H](c2ccc3c(c2)OCO3)[C@H](CCCO)[C@@H](OCC)O1	0.3	.	13	0.4	3	1	3	101	.	0
COc1cccc(-c2csc(N3CCN(C(=S)Nc4ccccc4Cl)CC3)n2)c1	-0.1	98	-7	-6.9	.	1.4	10	103	7	-3
Cn1c(C(N)=O)cnc1Sc1ncc(C(F)(F)F)cc1Cl	0.1	98	5	1.3	1	1.2	-1	103	12	-3
CCOc1nc(-c2ccc(OC)cc2)ccc1-c1noc(C)n1	0.0	103	-11	0.7	-3	0.98	-1	100	-2	1
CN(/C(=N\S(=O)(=O)c1ccccc1)C(F)(F)F)c1ccccc1	0.2	104	2	1.8	-4	1.2	-8	102	5	0
CN(C)c1ccc(S(=O)(=O)c2ccc(Cl)cc2)cc1	-0.4	101	3	-4.2	1	1	-7	96	7	4
COc1cc(Cl)cc(C2NC(=S)NC(c3ccccc3)=C2C(C)=O)c1OCC(=O)O (stereo not drawn)	0.4	104	0	7.2	0	1	-2	95	0	4
Cc1nc(N(C)C)c2sc(=S)n(-c3ccccc3)c2n1	-0.2	102	12	0.6	-4	0.97	-2	106	3	-9
COc1ccc(-c2csc(Cc3nnc(N4CCOCC4)n3-c3ccccc3)n2)cc1OC	-0.4	107	3	-1.6	-1	0.95	12	100	-2	0
O=S(=O)(c1ccc(NC(=S)Nc2ccc3c(c2)OCO3)cc1)N1CCOCC1	-0.2	109	73	-0.5	0	1.3	-1	116	-7	-18
COc1ccc(Cn2cnc3c([N+](=O)[O-])c(C)c(C)cc32)cc1	-0.1	102	.	1.0	0	0.91	-1	97	4	3
Cc1ccc(NC(=O)CN(C)S(=O)(=O)c2cccc3cccnc23)cc1	-0.1	103	-4	-1.1	-11	0.9	-5	106	2	-7
COc1ccc(OC)c(NC(=O)COC(=O)c2ccc(-n3cnnn3)cc2)c1	-0.5	102	-9	1.6	-1	1	-5	102	7	-2
c1ccc2c(N3CCCCC3)nnc(N3CCCCC3)c2c1	-0.4	98	10	1.0	0	1.1	2	104	8	-4
CCn1c(C(C)NC(=O)c2cccs2)n[nH]c1=S (stereo not drawn)	-0.2	87	20	-0.3	-6	1.1	1	87	16	14
O=C1C=C(Nc2ccc(O)cc2)CC(c2ccco2)C1 (stereo not drawn)	0.0	96	14	0.4	-2	1.1	-1	106	8	-4
CCOc1ccc(-n2c(=S)sc3c(=O)[nH]c(SCC(=O)N4CCC(C)CC4)nc32)cc1	-0.3	103	-4	0.3	-1	0.87	-3	102	3	-2
Cn1cc(CN(Cc2ccccc2)C[C@@H]2CCC(=O)N2)c(-c2ccccc2F)n1	-0.4	97	-4	-0.2	-3	0.94	-137	97	10	3
C/C(=N\n1c(C)cc(C)c(C#N)c1=O)c1cccs1	-0.3	100	6	-7.5	1	0.77	1	94	2	7
CCOC(=O)N1CCN(c2cc(=O)n(-c3ccc(OCC)cc3)c(=O)[nH]2)CC1	-0.2	105	-2	3.1	1	1.3	6	95	-3	6
COc1ccc(N2C(=O)C(CC(=O)Nc3ccccc3)N(Cc3ccc(OC)c(OC)c3)C2=O)cc1 (stereo not drawn)	0.3	103	22	0.1	0	1.1	-7	102	5	-3
O=C(Nc1ccccc1F)c1ccncc1	-0.4	99	9	0.1	-3	0.89	-8	101	5	-1
O=C(CSc1nnc(-c2ccco2)o1)c1ccc(O)cc1O	-0.3	99	13	0.1	-8	0.87	4	89	3	10
CC(C)CSc1ncnc2c1oc1nc3c(cc12)COC(C)(C)C3	-0.1	94	-36	1.0	-9	1.1	4	114	11	-15

This is a random part of the collection. Share with any hit: about 5.6%.
